ALOX12 inh – blocks human arachidonate 12S-lipoxygenase; purified 12hLO, xylenol orange hydroperoxide absorbance; Potency, µM (top dose mostly 108 µM), for inactives: at the highest dose activity change, negative = inhibition, hits mostly inhibitors; 1.1% of 580,000 active; AID 1671190; active means well fitted inhibition curve with a large enough effect; inconclusive means small, poorly fitted or top-dose-only effect, or another doubt; inactive means no such curve, though single readings can be large or run the other way; further: potency means the concentration at half of the fitted maximal effect
Target sequence (P18054 whole entry, looked up): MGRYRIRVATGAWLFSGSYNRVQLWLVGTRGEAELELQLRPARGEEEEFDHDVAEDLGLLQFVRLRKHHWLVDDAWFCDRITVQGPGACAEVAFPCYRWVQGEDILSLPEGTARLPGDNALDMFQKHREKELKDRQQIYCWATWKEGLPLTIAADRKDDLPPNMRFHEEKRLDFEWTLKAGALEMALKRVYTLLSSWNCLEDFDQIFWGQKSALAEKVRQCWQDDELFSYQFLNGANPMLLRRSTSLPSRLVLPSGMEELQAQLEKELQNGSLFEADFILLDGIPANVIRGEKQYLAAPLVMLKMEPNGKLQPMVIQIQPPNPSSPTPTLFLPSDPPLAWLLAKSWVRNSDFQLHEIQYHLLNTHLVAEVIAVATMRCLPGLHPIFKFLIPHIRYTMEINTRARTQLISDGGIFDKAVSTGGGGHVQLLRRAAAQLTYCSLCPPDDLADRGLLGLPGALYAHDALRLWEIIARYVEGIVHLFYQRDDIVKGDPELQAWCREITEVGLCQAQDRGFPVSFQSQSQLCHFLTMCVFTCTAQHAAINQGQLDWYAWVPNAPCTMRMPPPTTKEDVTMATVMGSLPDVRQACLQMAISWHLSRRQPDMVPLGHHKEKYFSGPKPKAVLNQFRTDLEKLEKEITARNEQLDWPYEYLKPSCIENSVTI
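Purified human 12hLO (150 nM final) in 25 mM Hepes, 0.01% Triton X-100, pH 7.0 was preincubated 15 min at room temperature with compound. Then 40 uM arachidonic acid was added, 30 min. Hydroperoxide was read by Fe-XO absorbance ratio 573/405 nm.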
LDHA block – blocks human lactate dehydrogenase A | 0.15% of 480,000 active | purified LDHA, NADH/diaphorase-resazurin fluorescence; stronger effect = lower value | activity change, % (values are at about 110 or 230 µM); in the data active means activity change below about -30%; inconclusive means mostly about -25% to -30%;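 further: plate controls were DMSO wells for no effect and wells without enzyme for full effect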
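LDH5 2 nM; NADH 0.06 mM, pyruvate 0.2 mM; 200 mM Tris pH 7.4, EDTA, Tween-20; 5 min RT. Detection: diaphorase 0.133 mg/mL + resazurin 37 µM, fluorescence ex540/em590 at 0 and 20 min; normalized to enzyme-free and DMSO wells.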
The depositor's hits bear a star; ? = inconclusive; [ ] = another dose, or the depositor's remark. Unless noted, on the % scale 0 is the no-effect control and ±100 the full control effect.

SMILES | ALOX12 inh | LDHA block
CCn1c(C)c(CCC(=O)NCC2CCCO2)c(=O)n2nc(-c3ccccc3OC)cc12 (stereo unspecified) | 2.8% | -7.8
Cc1ccc(Nc2nc(CN3CCN(S(=O)(=O)c4ccccc4F)CC3)cs2)cc1 | ? | -1.4
Cc1ccccc1NC(=O)CSc1nc(C)c(C)o1 | ? | -3.4
Cc1ccc2c(COC(=O)CNS(=O)(=O)c3ccc(C)c(C)c3)cc(=O)oc2c1 | -18.0% | 8.0
O=C(CCN(Cc1cccs1)CC1CCCO1)Nc1cccc2ccccc12 (stereo unspecified) | 26.7% | 8.4
O=C(c1cc(C2CCCCN2S(=O)(=O)Cc2ccccc2)on1)N1CCOCC1 (stereo unspecified) | -26.7% | -3.5
Cc1ccc(CN(C)C(=O)Cn2c(=O)c3c(ncn3C3CCCC3)n(Cc3ccccc3)c2=O)o1 | -0.2% | -3.6
O=C(NCCc1ccc2c(c1)OCCO2)c1ccc(NS(=O)(=O)c2ccc(Cl)s2)cc1 | ? | 16.7
COc1cccc(C(=O)NCCC(C)C)c1 | 7.7% | -17.0
Cc1ccc(C(C)NC(=O)CC2(C(=O)O)CCCCC2)o1 (stereo unspecified) | -6.6% | -19.2
O=C(Nc1oc2ccccc2c(=O)c1-c1ccccc1)c1ccccc1 | ? | -15.8
COc1ccc(-c2nc(C#N)c(NCc3ccccc3)o2)cc1 | 11.1% | -4.8
COc1ccc(-c2c(C)c3ccc(OC(=O)C(C)C)cc3oc2=O)cc1OC | 47.7%[activator] | 12.0
CCN1CCC(NC(=O)C23CC4CC(CC(C4)C2)C3)CC1 | ? | 4.5
Cc1ncc(-c2ccc(S(=O)(=O)Nc3ccc(C)c(Cl)c3)cc2)o1 | ? | 5.7
COc1ccccc1CNC(=O)c1ncoc1-c1cccs1 | ? | 9.9
CCOc1ccc(-c2nc(S(=O)(=O)c3ccc(F)cc3)c(NC)o2)cc1 | -19.5% | 5.5
Cc1cc(C)cc(-n2c3ccc(NC(=S)NC4CCCCC4)cc3c(=O)n2C)c1 | ? | 13.5
Cc1c(-c2ccccc2)nc2ccccc2c1-c1ccccc1 | -23.8% | 3.6
N#CC1=C(N)n2ncnc2NC1c1ccc(Br)cc1 (stereo unspecified) | 49.1%[activator] | 4.5
O=C(CN1CCN(c2cnn(-c3ccccc3)c(=O)c2Cl)CC1)Nc1ccc2c(c1)CCC2 | -6.0% | 4.4
O=C(CC12CC3CC(CC(Br)(C3)C1)C2)OCc1cc([N+](=O)[O-])cc2c1OCOC2 | 5.3% | 3.0
O=C(NCC(F)(F)F)C1CCN(C(=O)/C=C/c2ccccc2)CC1 | 1.8% | 10.9
Cc1ccccc1-c1csc(C(O)c2ccccc2)n1 (stereo unspecified) | -21.9% | -3.7
Cn1cnc2c1c(=O)n(CCCSCc1c(F)cccc1Cl)c(=O)n2C | 13.9% | -15.7
SMILES | ALOX12 inh | LDHA block
COCCNC(=O)C1CCCN(C(=O)c2oc3ccccc3c2C)CC1 (stereo unspecified) | 13.3% | -5.0
CC(C)c1ccc(NC(=O)CN2CCN(C(=O)c3cccs3)CC2)cc1 | 9.3% | 3.9
CCN(CC)C(CNC(=O)c1n[nH]c(=O)c2ccccc12)c1ccccc1 (stereo unspecified) | 26.9% | -8.9
CCn1c(SCC(=O)N2CCc3ccccc32)nnc1C(C)NC(=O)c1ccccc1F (stereo unspecified) | 1.2% | -6.2
O=C(CCc1ccccc1)NCC1CCCO1 (stereo unspecified) | 18.7% | -1.7
COc1ccc(NC(=O)c2sc(=O)n(Cc3cccc(C(F)(F)F)c3)c2C)cc1OC | -3.2% | 5.5
CCNC(=O)C1(C)CCCN1C(=O)c1ccc(N(C)C)cc1 (stereo unspecified) | -10.2% | -2.6
COc1ccc(SC(C)C(=O)NCc2ccnc(N3CCOCC3)c2)cc1 (stereo unspecified) | -18.7% | 10.1
COc1cc(/C=C/C(=O)c2cccc(O)c2)cc(Cl)c1O | 25.1µM* | -3.4
CCOc1ccc(NC(=O)NCc2nc(-c3ccc(OCC)cc3)oc2C)cc1 | -13.1% | 24.4
CCCCN(C)Cc1ccc(CC)cc1 | ? | 4.8
CC(C)C(=O)N1CCN(c2ccccc2NC(=O)C2(c3ccccc3)CCCC2)CC1 | 3.0% | 9.6
COc1ccc([C@@H]2C[C@H]3[C@@H](CN2S(=O)(=O)c2ccccc2)C(=O)C[C@@H](c2ccc(OC)cc2)N3S(=O)(=O)c2ccccc2)cc1 | -3.3% | -4.6
CCOc1cccc2cc(S(=O)(=O)c3cc(F)cc(F)c3)c(=O)oc12 | -4.5% | -5.9
CC(C)C[C@H]1CN(CCCC[C@H]2CNC(=O)C(=O)N2CCc2ccc(O)cc2)C(=O)C(=O)N1CCc1ccccc1 | ? | -2.5
Cc1c(CCC(=O)NC2(C)CCS(=O)(=O)C2)c(=O)oc2cc(O)ccc12 (stereo unspecified) | 2.1% | 2.1
CCOC(=O)N(C)c1c(CC)nc2c(OCc3ccc(OC(F)F)cc3)cccn12 | -1.8% | -4.0
N#Cc1nc(-c2ccccc2F)oc1N1CCN(C(=O)c2cccs2)CC1 | 18.6% | 8.1
CC(C)N(Cc1cnn(C)c1)S(=O)(=O)c1ccc(F)c(F)c1 | -52.6% | -2.2
O=C(/C=C/c1cccs1)Oc1ccccc1/C=C/C(=O)c1cc2ccccc2o1 | ? | 7.9
COc1cc(C2CC(=O)Nc3c(-c4cccc(F)c4)nsc32)cc2c1OCO2 (stereo unspecified) | 13.2% | -1.1
CC(NC(=O)C1CCCCC1)c1ccncc1 (stereo unspecified) | -17.7% | 0.5
O=C(O)c1ccc(CNCCc2c[nH]c3ccccc23)cc1 | ? | -2.8
Cc1c(-c2ccccc2)oc2c(C(=O)OCC(=O)N3CCC(C)CC3)cccc2c1=O | -59.1% | -0.3
Cc1[nH]c2ccccc2c1C(=O)C(=O)NCC1CCN(C)CC1 | -20.2% | -1.5

Whole records, quoted from the list:
Results for Cc1[nH]c2ccccc2c1C(=O)C(=O)NCC1CCN(C)CC1 → ALOX12 inh = -20.2%; LDHA block = -1.5
Results for CCOc1cccc2cc(S(=O)(=O)c3cc(F)cc(F)c3)c(=O)oc12 → ALOX12 inh = -4.5%; LDHA block = -5.9

Retrieved one by one from the list above:
SMILES | ALOX12 inh | LDHA block
CCN(CC)C(CNC(=O)c1n[nH]c(=O)c2ccccc12)c1ccccc1 (stereo unspecified) | 26.9% | -8.9
COc1ccc([C@@H]2C[C@H]3[C@@H](CN2S(=O)(=O)c2ccccc2)C(=O)C[C@@H](c2ccc(OC)cc2)N3S(=O)(=O)c2ccccc2)cc1 | -3.3% | -4.6

Continuation:
SMILES | ALOX12 inh | LDHA block
C[C@@H](NC(=O)[C@@H]1CCCN1C(=O)[C@@H]1CCCN1C(=O)c1ccccc1)c1ccccc1 | -28.8% | -5.8
CCCCC(=O)Nc1cccc(C)c1C | -1.1% | 0.2
Cc1oc(-c2ccc(C(=O)NCCCN3CCOCC3)cc2)nc1CSc1ccccc1 | 2.3% | -0.7
CCC1(c2ccc(NC(=O)c3cc(OC)cc(OC)c3)cc2)CCC(=O)NC1=O (stereo unspecified) | -24.8% | -2.1
OC(c1cccc(Cl)c1Cl)C(F)(F)F (stereo unspecified) | 3.1% | 7.1
COc1ccc2cc(CN(C)C(=O)CNC(=O)c3ccc(Cl)cc3)ccc2c1 | -18.2% | 2.6
COc1ccc(COCC(O)Cn2nc(-c3ccc(C)cc3)c3ccccc3c2=O)cc1 (stereo unspecified) | ? | 3.1
O=C(c1ccc(-n2cncn2)c2ccoc12)N1CCOCC1 | -3.8% | 1.7
CCCCNC(=S)NN=C1CCCC1 | ? | -1.8
Oc1ccc(N=Cc2cccc(OCc3ccccc3)c2)cc1 | 66.9%[activator] | 112.8
COc1c(Br)c(CC2CC(c3ccc(F)cc3)=NO2)c(OC)c2c1OCO2 (stereo unspecified) | -4.6% | -7.1
Cc1cc2nc(NC3=NCN(CCc4ccccc4)CN3)nc(C)c2cc1C | 14.4% | -0.7
CC(C)C[C@H]1CN([C@@H](CC(C)C)CN2CCC[C@H]2CN2C(=O)C(=O)NC[C@@H]2Cc2ccc(O)cc2)C(=O)C(=O)N1CC1CCCCC1 | 0.0% | 3.3
CCCC12CCC(NC(C)=O)(CC1)CC2 | -6.9% | 0.3
COC(=O)[C@]1(C)CCC[C@]2(C)C3C[C@@H]4C(C(C)C)=CC3(CCC21)[C@@H]1C(=O)CCC(=O)[C@H]41 (stereo partly specified) | -26.3% | 0.0
Cc1ccc(S(=O)(=O)N(Cc2ccc(C(=O)NC3CC3)cc2)C2CC2)c(C)c1 | 3.2% | 10.0
Cn1c(=O)c2c(ncn2CCC(=O)NCC(F)(F)F)n(C)c1=O | 20.5% | 0.3
COc1cc(C2CC(=O)Nc3n[nH]c(Nc4ccccc4)c32)cc(OC)c1O (stereo unspecified) | 1.5% | 95.5
O=S(Cc1ccccc1)Cc1ccccc1F (stereo unspecified) | 31.0%[activator] | 12.9
O=C(COc1c(CO)cc(F)cc1CO)Nc1ccc(F)c(Cl)c1 | 11.8% | 12.7
O=C(OCc1cccc(COC(=O)C2=COCCO2)c1)C1=COCCO1 | -5.6% | -3.2
O=C(CSc1nnc(NC2CCCCC2)s1)Nc1cc(Cl)ccc1Cl | 6.5% | 2.1
CCCCCn1nc(C(=O)OCCOc2ccccc2F)c2ccccc2c1=O | ? | 3.1
O=C(Nc1nnc([C@H]2C[C@H](O)[C@@H](CO)O2)s1)Nc1cccc(Cl)c1Cl | -15.9% | -11.4
CCc1ccccc1-n1nnnc1SCC(=O)Nc1ccc2nccnc2c1 | ? | 6.3
SMILES | ALOX12 inh | LDHA block
COc1ccc(NC(=O)CSc2nc3[nH]ncc3c(=O)n2-c2ccccc2)cc1 | 25.4% | -3.1
Cc1ccc(C)c(-c2nn(CC(=O)NC3CC3)c(=O)c3ccccc23)c1 | 3.0% | 0.4
O=C(OCCCc1ccccc1)c1c2ccccc2cc2ccccc12 | -45.1% | 6.1
Cc1cc(NC(=O)COc2ccc3ccc(=O)oc3c2)no1 | -4.4% | -11.8
CN(C)CCCNc1oc(-c2cccs2)nc1C#N | 67.3%[activator] | -8.3
COc1ccc(-c2[nH]nc3c2C(c2ccc(N(C)C)cc2)C2=C(CC(C)(C)CC2=O)N3)cc1 (stereo unspecified) | ? | -2.0
CSc1ccccc1NC(=O)c1cc(F)c(F)cc1Cl | -19.0% | 11.0
Cc1c(CC(=O)N2CCC(O)(c3ccc(Cl)cc3)CC2)c(=O)oc2cc(O)ccc12 | ? | 1.7
CCC(=O)Nc1cc(C)ccc1NC(=O)c1cccs1 | 0.3% | -31.2*
CCC(CC)C(=O)N(C)c1c(C)nc2c(OCc3cccc(OC)c3)cccn12 | -1.8% | 5.1
Cn1c(Oc2ccncc2)nc2cc(-c3ccsc3)sc2c1=O | 5.4% | -6.5
COc1ccc(OC)c(NC(=O)C2(C)CCN2Cc2ccccc2Cl)c1 (stereo unspecified) | 29.2% | -12.6
COCCNC(=S)NNC(=O)Cc1ccc(OC)c(OC)c1 | -2.8% | 1.5
Cc1ccc(NC(=O)/C(C#N)=C\c2ccccc2OC(F)F)c(C)c1 | ? | 2.7
Cc1ccc(C2C(C#N)=C(N)Nc3ncnn32)cc1 (stereo unspecified) | ? | 2.3
COC(=O)/C=C1\OCc2cc(C)ccc21 | 14.2% | -13.8
COc1cccc(-c2nc(COc3ccccc3C#N)cs2)c1 | 27.1% | -7.3
COc1ccccc1CN=C1NS(=O)(=O)C(c2ccc(C)c(C)c2)=C1C | 7.4% | 6.4
CCN1CC(CN(C)Cc2nnc(C)o2)Oc2ccccc21 (stereo unspecified) | -28.2% | 11.6
CC(OC(=O)c1cc(=O)[nH]c2ccccc12)C(=O)Nc1cccc2ccccc12 (stereo unspecified) | -13.7% | 6.1
CCOc1cc(C2NC(=O)N(C)C(C)=C2C(=O)OC2CCCC2)cc(Br)c1O (stereo unspecified) | ? | -7.6
CC(=O)Nc1cccc(CNC(=O)/C=C/c2sccc2C)c1 | ? | 12.3
CCc1nc2ccc(C(=O)Nc3cc(-c4ccccc4)ccc3OC)cn2c1N(C)CCC(C)C | -0.4% | -3.0
COc1cc(OC)c(C(=O)OCc2ccccc2Br)cc1OC | ? | -11.7
CC(C)(C)c1cc(-c2ccccc2)c2c3c(sc2n1)CCCC3 | 37.1%[activator] | 6.0
CCn1c(=O)c2c(nc(-n3nc(C)c(C)c3C)n2CC)n(C)c1=O | -14.6% | -7.4
CCCOc1ccc2c(-c3ccccc3)cc(=O)oc2c1 | -9.8% | 5.5
O=C(Nc1ccc(F)cc1)C(=O)c1c[nH]c2ccccc12 | -3.3% | -3.5

Compounds above containing an NH in an aromatic ring:
SMILES | ALOX12 inh | LDHA block
CCN(CC)C(CNC(=O)c1n[nH]c(=O)c2ccccc12)c1ccccc1 (stereo unspecified) | 26.9% | -8.9
O=C(O)c1ccc(CNCCc2c[nH]c3ccccc23)cc1 | ? | -2.8
Cc1[nH]c2ccccc2c1C(=O)C(=O)NCC1CCN(C)CC1 | -20.2% | -1.5
COc1cc(C2CC(=O)Nc3n[nH]c(Nc4ccccc4)c32)cc(OC)c1O (stereo unspecified) | 1.5% | 95.5
COc1ccc(NC(=O)CSc2nc3[nH]ncc3c(=O)n2-c2ccccc2)cc1 | 25.4% | -3.1
COc1ccc(-c2[nH]nc3c2C(c2ccc(N(C)C)cc2)C2=C(CC(C)(C)CC2=O)N3)cc1 (stereo unspecified) | ? | -2.0
CC(OC(=O)c1cc(=O)[nH]c2ccccc12)C(=O)Nc1cccc2ccccc12 (stereo unspecified) | -13.7% | 6.1
O=C(Nc1ccc(F)cc1)C(=O)c1c[nH]c2ccccc12 | -3.3% | -3.5

Not all compounds are listed (hit frequency here may not be typical).
